# Bioassay records: PubChem BioAssay, National Center for Advancing Translational Sciences (NCATS)
# KDM5B inh = Primary screen for KDM5B Histone Demethylases FDH-coupled qHTS | Lysine-specific demethylase 5B (Homo sapiens), Q9UGL1 | AID 1347165, 2019 | actives 2.6% (n = 220,000) | KDM5B demethylase, FDH-coupled NADH fluorescence (FDH is formaldehyde dehydrogenase) | Potency, µM (doses to about 57.7 µM), for inactives: at the top dose activity change, negative = inhibition, hits mostly inhibitors; active means well fitted inhibition curve with a large enough effect; inconclusive means small, poorly fitted or top-dose-only effect; inactive means no such curve, though single readings can be large or run the other way; further: 0% is about no effect; nearly all actives have a fitted effect of over 70% in size
# Target sequence (Q9UGL1 whole entry, looked up): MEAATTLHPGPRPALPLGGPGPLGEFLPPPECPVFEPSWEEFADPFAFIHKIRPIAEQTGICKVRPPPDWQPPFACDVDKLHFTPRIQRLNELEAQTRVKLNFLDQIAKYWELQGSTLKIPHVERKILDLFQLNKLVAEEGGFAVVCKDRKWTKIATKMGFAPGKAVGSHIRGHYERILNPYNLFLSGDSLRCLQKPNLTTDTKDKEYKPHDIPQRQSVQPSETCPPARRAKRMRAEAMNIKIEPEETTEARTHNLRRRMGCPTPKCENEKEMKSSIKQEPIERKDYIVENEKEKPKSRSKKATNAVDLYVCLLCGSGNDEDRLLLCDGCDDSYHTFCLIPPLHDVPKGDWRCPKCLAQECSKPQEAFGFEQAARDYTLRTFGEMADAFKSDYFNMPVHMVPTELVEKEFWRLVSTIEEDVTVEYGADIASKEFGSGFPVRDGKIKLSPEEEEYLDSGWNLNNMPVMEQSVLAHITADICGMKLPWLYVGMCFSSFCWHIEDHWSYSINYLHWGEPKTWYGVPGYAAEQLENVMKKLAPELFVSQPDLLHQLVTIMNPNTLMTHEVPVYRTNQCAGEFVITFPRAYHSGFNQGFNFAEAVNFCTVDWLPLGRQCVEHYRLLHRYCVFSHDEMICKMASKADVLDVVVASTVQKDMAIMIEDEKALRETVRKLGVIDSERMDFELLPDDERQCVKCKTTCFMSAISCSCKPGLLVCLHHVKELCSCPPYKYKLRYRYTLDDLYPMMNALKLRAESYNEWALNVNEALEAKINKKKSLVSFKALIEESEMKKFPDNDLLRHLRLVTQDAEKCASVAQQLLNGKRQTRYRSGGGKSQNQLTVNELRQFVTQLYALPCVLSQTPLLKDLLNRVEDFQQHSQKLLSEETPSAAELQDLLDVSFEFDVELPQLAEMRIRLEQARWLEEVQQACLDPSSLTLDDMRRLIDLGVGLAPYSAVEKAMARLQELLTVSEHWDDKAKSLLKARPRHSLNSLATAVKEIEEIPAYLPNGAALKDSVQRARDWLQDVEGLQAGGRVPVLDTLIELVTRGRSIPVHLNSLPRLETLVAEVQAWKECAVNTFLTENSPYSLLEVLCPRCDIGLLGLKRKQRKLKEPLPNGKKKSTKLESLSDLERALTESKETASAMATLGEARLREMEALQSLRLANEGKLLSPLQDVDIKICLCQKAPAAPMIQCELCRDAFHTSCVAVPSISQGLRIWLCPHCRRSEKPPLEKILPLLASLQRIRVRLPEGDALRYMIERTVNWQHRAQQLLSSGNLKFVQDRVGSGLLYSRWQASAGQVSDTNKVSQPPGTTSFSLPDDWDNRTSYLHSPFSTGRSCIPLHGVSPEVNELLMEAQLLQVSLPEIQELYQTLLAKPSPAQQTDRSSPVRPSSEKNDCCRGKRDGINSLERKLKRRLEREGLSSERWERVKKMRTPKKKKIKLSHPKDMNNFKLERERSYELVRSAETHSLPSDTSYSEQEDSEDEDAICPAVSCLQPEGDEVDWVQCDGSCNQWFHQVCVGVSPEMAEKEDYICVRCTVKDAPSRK
#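 Compound dilutions met 200 nM (final) KDM5BΔAP for 10 min at room temperature before substrate addition. The substrate mix held 12.5 µM H3K4me3 with cofactors 25 µM α-ketoglutarate and 50 µM Fe²⁺. NADH signal gain over 30 min defined activity.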
# Numbers without * were called inactive; i = inactive; ? = inconclusive; & = joins results of further samples; [ ] = another dose, or the depositor's remark. Potency means the concentration at half of the fitted maximal effect. A portion of the library; rates above refer to the full screens.
KDM5B inh	molecule
-5%	CCNC(=O)[C@H]1CCC[C@H]1NC(=O)c1ccc(OC)cc1
?	Cc1ccc(-n2c(SCc3nc(-c4ccc(Cl)cc4)no3)nnc2-c2ccncc2)cc1
-29%	O=C(NC1CC(=O)N(c2ccc(Cl)cc2)C1)c1cccs1 (centres undefined)
4%	O=C(CSc1nc2ccccc2o1)OCC(=O)c1ccc(Cl)cc1
-30%	Cc1cc(C)c2[nH]c(C(=O)N(C)Cc3ccc4nsnc4c3)c(C)c2c1
8%	CC(NC(=O)CC1C=CCC1)C1CCCO1 (centres undefined)
-16%	CCn1cc(C(=O)OCC(=O)Nc2cccc(Cl)c2C)c(=O)c2ccc(C)nc21
45%[activator]	COc1ccc(CN2CCc3nn(CC(C)C)c(=O)n3CC2)cc1Cn1ccnc1
-3%	Cc1cccc(-c2ocnc2C(=O)NCCc2ccccc2)c1
9%	O=C([C@@H]1C[C@H](Oc2ccccc2)CN1C(=O)C1CCCC1)N1CCOCC1

# Going on with the list.
KDM5B inh	molecule
5%	CCN(C(=O)NCc1noc2ccccc12)c1cc(C)ccc1C
26%	O=C(c1cccc(C(F)(F)F)c1)N1CCCCCCC1
?	COc1ccccc1N1CCN([C@@H]2[C@H](O)[C@H](CO)O[C@@H]2CNC(=O)c2cccs2)CC1
-18%	O=C(c1ccco1)N1CCC[C@H]1c1nc(-c2ccccc2)no1
-27%	Cn1nc(C(=O)Nc2ccc(I)cc2)c2ccccc2c1=O
-1%	CC1CCc2nn3ccn(CC(=O)Nc4cccc(Cl)c4)c(=O)c3c2C1 (centres undefined)
14%	O=C(Nc1ccc2c(c1)OCCO2)c1ccoc1
-9%	COc1ccc(C(=O)NCC(c2ccco2)S(=O)(=O)c2cccs2)cc1OC (centres undefined)
?	CCOC(=O)c1c(S(=O)(=O)NCC(=O)Nc2ccc(Cl)c(C(F)(F)F)c2)c(C)n(C)c1C
13%	Cc1ccc(C(=O)N(CCC(N)=O)c2ccc(F)cc2)cc1

# (continued)
KDM5B inh	molecule
15%	N#CC1=C(n2cccc2)N(c2ccc(Br)cn2)C2=C(C(=O)CCC2)C1c1cccc(C(F)(F)F)c1 (centres undefined)
188%[activator]	COc1cccc(NC(=O)CN2CCN(c3nc(-c4ccco4)c4c(c3C#N)CCC4)CC2)c1
?	COc1ccc(C(C)=O)cc1COC(=O)Cc1cc(OC)c(OC)c(OC)c1
-17%	CCOc1ccc2c(c1)c(=O)c(C(=O)c1ccc(C)cc1)cn2Cc1ccccc1OC
12%	Cc1cccc(-n2nnnc2SCn2nnc3ccccc3c2=O)c1
-2%	CC(=O)N1CCCc2cc(S(=O)(=O)N3CCCC(C(=O)N4CCN(c5ccccc5)CC4)C3)ccc21 (centres undefined)
11%	O=C(COC(=O)c1cc2ccccc2[nH]1)c1ccc2ccccc2c1
?	CC(C)COc1ccc(C(=O)N2CCN(CCc3ccccn3)CC2)cc1
-1%	O=S(=O)(c1ccc2c(c1)OCCO2)N1CCC(Cc2nc(-c3cccnc3)n[nH]2)C1 (centres undefined)
-3%	[O-][n+]1ccn(O)c1

# Compounds shown so far with an aryl methoxy group (7):
KDM5B inh	molecule
-5%	CCNC(=O)[C@H]1CCC[C@H]1NC(=O)c1ccc(OC)cc1
45%[activator]	COc1ccc(CN2CCc3nn(CC(C)C)c(=O)n3CC2)cc1Cn1ccnc1
?	COc1ccccc1N1CCN([C@@H]2[C@H](O)[C@H](CO)O[C@@H]2CNC(=O)c2cccs2)CC1
-9%	COc1ccc(C(=O)NCC(c2ccco2)S(=O)(=O)c2cccs2)cc1OC (centres undefined)
188%[activator]	COc1cccc(NC(=O)CN2CCN(c3nc(-c4ccco4)c4c(c3C#N)CCC4)CC2)c1
?	COc1ccc(C(C)=O)cc1COC(=O)Cc1cc(OC)c(OC)c(OC)c1
-17%	CCOc1ccc2c(c1)c(=O)c(C(=O)c1ccc(C)cc1)cn2Cc1ccccc1OC

# Further structures.
KDM5B inh	molecule
12%&4%	Cc1[nH]c(=O)[nH]c(=O)c1S(=O)(=O)Nc1cccc(Cl)c1C
15%	CNC(=O)C1CCN(Cc2nc3ccccc3c(C)c2C(=O)OC)CC1
35µM*	CN1CCOc2c(C(=O)NCc3cccnc3)cc(-c3cccc4[nH]ccc34)cc21
-16%	CCc1ccc2oc(C(=O)NCC(c3cccs3)N3CCCC3)cc(=O)c2c1 (centres undefined)
-17%	COC(=O)c1cc(NC(=O)CCS(=O)(=O)c2cc(Br)cc3c2N(C(=O)C2CC2)CC3)cc(C(=O)OC)c1
13%	CC(=O)c1ccc(NC(=O)CC(C)(C)CC(=O)O)cc1
?	CCCCN1CC(c2nc3ccccc3n2CCCCOc2c(C)cccc2C)CC1=O (centres undefined)
15%	O=C(NC1C[C@H]2CC[C@@H](C1)N2C(=O)CCC1CCCCC1)c1ccncc1 (some centres undefined)
?	CCc1ccc(OC(=O)CSc2nnc(-c3ccc4c(c3)OCO4)o2)cc1
13%	CC(C)(C)N=Cc1cc(Br)ccc1O

# (cont.)
KDM5B inh	molecule
-14%&13%	Cc1ccc(-c2nc(CS(=O)(=O)CC(=O)NCc3ccccc3Cl)c(C)o2)cc1
?	CCN(CC)C(=O)CSc1nnc2ccc3ccccc3n12
14%	COc1cc(C(=O)n2nc(-c3cccc(C)c3)nc2N)cc(OC)c1OC
?	CCc1ccc(CN(Cc2ccco2)C(=O)COc2ccccc2Cl)cc1
?	COc1ccc(CNC(=O)c2ccc3c(c2)N(Cc2ccccc2F)C(=O)c2ccccc2S3(=O)=O)cc1
13%	COCCOCc1nc(C2CCN(C(=O)Nc3ccc(C(=O)OC)cc3)CC2)no1
-25%[86.2 µM]	O=C1c2c(nc(CNCC3CC3)n2Cc2ccccc2)NCCN1Cc1ccccc1
6%	Cc1cccc(N2CCN([C@H]3CS(=O)(=O)C[C@@H]3S(=O)(=O)c3ccc(Cl)cc3)CC2)c1C
-27%	O=C(CSc1ncnc2ccccc12)c1ccc2c(c1)OCCCO2
?	CC(c1ccon1)N(C)C(=O)c1csc2nc(-c3cccc(C(F)(F)F)c3)cn12 (centres undefined)

# Additional entries follow:
KDM5B inh	molecule
9%	Cc1ccc(C(=O)O)cc1-n1cccc1
-3%	Cc1nc(SC(C)c2cc(F)ccc2F)sc1CC(N)=O (centres undefined)
16%	CNC(=O)c1ccc(CN(C)C(=O)CCc2ncc(-c3ccc(C)cc3)o2)cc1
-13%	COCCn1ccc2c(NC(=O)Cn3nc4c(cc3=O)CCCC4)cccc21
-15%	Cc1nn(C)c(C)c1S(=O)(=O)NCC(=O)N1CCCCCNC(=O)CC1c1ccccc1 (centres undefined)
-4%[115 µM]	O=C1NCc2ccccc2CC12CCN(Cc1ccc(Oc3ccccc3)cc1)C2 (centres undefined)
-3%	CCOc1ccccc1NC(=O)N(C)CC1CCOCC1
4%	COc1cc(OC)cc(C(=O)Nc2nnc(C(F)(F)F)s2)c1
-18%&7%&-23%	C=CC[C@H]1CC(C)=C[C@H](CC=C)N1
4%	O=C(CCc1c[nH]c2ccccc12)Nc1ccccc1Oc1ccccc1

# Later entries
KDM5B inh	molecule
-4%	COc1ccc(Cc2nnc(SCC(=O)Nc3ccccc3Cl)n2C)cc1
-28%	CC(C)(C)c1ccc(C(=O)NCC(c2cccs2)S(=O)(=O)c2ccccc2)cc1 (centres undefined)
19%	Cc1ccccc1C(=O)NC(C(=O)NC(C)C(C)C)C1CCN(C(=O)c2cccs2)CC1 (centres undefined)
-6%	Cc1cc(C)c(C(=O)COC(=O)/C=C/c2cccs2)cc1C
35%	C=CCN(C(=O)c1csnn1)C(C(=O)NC1CCCC1)c1ccc(OC)cc1 (centres undefined)
-23%	O=C(CC1CCN(C(=O)c2ccoc2)C1)NCc1ccccc1 (centres undefined)
35%	Cc1ccc(C(=O)N2CCOCC2)cc1S(=O)(=O)N1CCCC1
-6%	COc1ccc(NS(=O)(=O)c2ccc(OCC(=O)Nc3ccc4c(c3)OCO4)c(C)c2)cc1
18%	CCOc1ccc(-n2nnc(C(=O)NCc3ccco3)c2N)cc1
-8%	CCc1cc(=O)n(CC(=O)Nc2cc(OC)ccc2OC)c(-c2cccc(F)c2)n1

# Further records.
KDM5B inh	molecule
?	COc1ccccc1-c1nn(CCC(=O)Nc2ccccc2)c2nc(C)cc(C)c12
?	Cc1cccc(-c2cc(C(=O)O)c3c(-c4ccc(F)cc4)[nH]nc3n2)c1
27%	COCC(=O)NC1CCC12CCN(C(=O)NCc1ccc(C)cc1)CC2 (centres undefined)
12%	C[C@@H]1CN(c2nc(-c3ccccc3)no2)CC[C@@]1(O)C1CCC1
-2%	Cc1cnc(NC(=O)c2cccs2)s1
9%	O=C(/C=C/C(=O)OCCCc1ccccc1)OCCCc1ccccc1
-3%	O=C(Cn1nc2c(cc1=O)CCCC2)Nc1cc(C(F)(F)F)ccc1Cl
?	CCc1ccc(C2CC(C(=O)NCc3ccco3)CN(C(C)=O)C2)cc1 (centres undefined)
3%	O=C(NCc1nc(-c2ccccc2)no1)c1cc2cc(Br)ccc2o1
?	CN1CCN(c2ccc(-c3nccc4c(=O)cc(N(C)C5CCOCC5)oc34)cn2)CC1

# 3 compounds out of the list, arranged by SMILES length, smallest number first.
KDM5B inh	molecule
-2%	Cc1cnc(NC(=O)c2cccs2)s1
?	CCc1ccc(CN(Cc2ccco2)C(=O)COc2ccccc2Cl)cc1
?	CCCCN1CC(c2nc3ccccc3n2CCCCOc2c(C)cccc2C)CC1=O (centres undefined)

# Additional structures
KDM5B inh	molecule
-19%	COCCNC(=O)CCc1c(C)nn(-c2cccc(C)c2)c1Oc1ccccc1C
-5%	CC(C)NC(=O)c1ccccc1NC(=O)C1CCN(S(=O)(=O)Cc2ccc(F)cc2)CC1
-32%	CCOc1ccccc1NC(=O)C1CCN(c2cnc3nccnc3c2)CC1
-2%	CCC(=O)N1c2ccc(S(=O)(=O)N3CCC(C)CC3)cc2CC1C (centres undefined)
i	COc1cccc(C(=O)Nc2ccc(-c3cn4cccnc4n3)cc2)c1OC
1%	CC(C)c1ccc(NC(=O)COCC(=O)N(c2ccccc2)c2ccccc2)cc1
-1%	Cc1noc(-c2cn(C3CCCN(C(=O)c4ccc(F)c(F)c4)C3)nn2)n1 (centres undefined)
-10%	CC(C)c1ccc(OCC(=O)Nc2ccc(S(=O)(=O)Nc3ncccn3)cc2)cc1
?	Cc1ccc(Nc2c(-c3cccnc3)nc3ccc(Cl)cn23)cc1
1%	CCn1ncc(N2CCC(NC(=O)c3ccc(C)c(F)c3)CC2)cc1=O

# Additional structures
KDM5B inh	molecule
-4%[86.2 µM]	CC[C@H]1CN(S(=O)(=O)c2ccccc2)CC[C@H]1CC(=O)NCc1cccnc1
30%	O=C(NCCC1=CCCCC1)c1ccncc1
-25%	O=C(NCC(c1ccc2c(c1)OCO2)N1CCOCC1)c1cccc(Cl)c1 (centres undefined)
-3%	O=C1NCC2(CCN([S+](=O)([O-])c3cccs3)CC2)Oc2ccccc21
?	COc1cc2c(cc1NC(=O)COc1ccc(Br)cc1C)oc1ccccc12
16%	CCn1cc(CNC(=O)c2ccc(OC3CCN(Cc4ccccn4)CC3)cc2)cn1
-12%	Cc1ccc(C(=O)N2CCN(c3ccc([N+](=O)[O-])cc3)CC2)o1
-25%[86.2 µM]	Cc1noc2c(-c3cccc(CO)c3)cc(-c3cccc(C(F)(F)F)c3)nc12
7%	COc1ccccc1C(=O)N1CCC(C(NC(=O)c2ccccc2)C(=O)N2CCCCC2)CC1 (centres undefined)
21%	Cc1nc(Nc2nc(-c3ccccc3Cl)cc(=O)[nH]2)nc2c(C)cccc12

# Remaining list, next part
KDM5B inh	molecule
-12%	COc1cc(OC)cc(C(=O)N2CCC[C@H]2c2nc(-c3ccc(OC)c(OC)c3)no2)c1
?	COc1ccc(CNC(=O)Cn2nc(C)c3sc(-c4ccccc4)nc3c2=O)cc1
?	COc1ccc(OC)c(CNC(=O)c2ccc3c(c2)N(C)C2CCCCN2C3=O)c1 (centres undefined)
?	COC(=O)CCN(c1ccccc1)C(CNS(=O)(=O)c1ccccc1)c1ccccc1 (centres undefined)
-16%	O=C(CCc1ccccc1)N1CCN(C(=O)c2nnn3c2COC(c2ccc(Cl)cc2)C3)CC1 (centres undefined)
19%	O=C(CC1C=CCC1)NC1CCN(Cc2cccc(C(F)(F)F)c2)CC1 (centres undefined)
?	Cc1c(Cl)c(=O)oc2cc(OC(=O)[C@@H](NC(=O)OC(C)(C)C)C(C)C)ccc12
32µM*	Cc1ccc(C)c(C(O)Cn2ccn3nc(-c4cccc(Br)c4)cc3c2=O)c1 (centres undefined)
0%	COc1cccc(CNC(=O)c2cc3n(n2)CC(c2ccc4c(c2)OCO4)OC3)c1 (centres undefined)
14%	CCC(C)(CC(=O)O)Cc1nc2ccccc2s1 (centres undefined)

# (more compounds)
KDM5B inh	molecule
-25%	COc1ccc(S(=O)(=O)NCCN2CCOCC2)cc1[N+](=O)[O-]
-38%	CC(=O)Nc1ccc(S(=O)(=O)Nc2nc3ccccc3nc2-n2ccc(=NC(=O)c3ccccc3)cc2)cc1
0%	COc1ccc(-c2noc(COC(=O)C3=CN(Cc4ccccc4)S(=O)(=O)N=C3C)n2)cc1
-7%	CCCn1nc(C(=O)NCC(c2cccs2)N(C)C)c2ccccc2c1=O (centres undefined)
-10%	CCCCN1C(=O)C2(/C(=C(\O)c3ccc(OC)cc3)C(=O)C(=O)N2CCOC)c2ccccc21 (centres undefined)
20%[86.2 µM]	CC1(C)[C@H]2CC[C@@H](CNC(=O)c3cc(F)ccc3Br)[C@@H]1C2
-6%	CCOc1ccc(S(=O)(=O)Nc2nc3ccccc3nc2N2CCC(O)CC2)cc1
-5%	O=C(NCC(c1ccccc1)c1c[nH]c2ccccc12)c1cccs1 (centres undefined)
